CHRM5 agonist: agonists of human muscarinic M5 receptor (CHRM5); CHO-K1 hM5 cells, Fluo-8 calcium fluorescence; 0% DMSO wells, 100% maximal acetylcholine response; P08912; hit rate 0.19% among 360,000; activation, % at 3 µM;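 active = activation above the run's mean over test compounds plus 3 SD, cut at about 23% in these data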;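 also: signal is peak over basal fluorescence ratio across the kinetic read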
Target sequence (P08912 whole entry, looked up): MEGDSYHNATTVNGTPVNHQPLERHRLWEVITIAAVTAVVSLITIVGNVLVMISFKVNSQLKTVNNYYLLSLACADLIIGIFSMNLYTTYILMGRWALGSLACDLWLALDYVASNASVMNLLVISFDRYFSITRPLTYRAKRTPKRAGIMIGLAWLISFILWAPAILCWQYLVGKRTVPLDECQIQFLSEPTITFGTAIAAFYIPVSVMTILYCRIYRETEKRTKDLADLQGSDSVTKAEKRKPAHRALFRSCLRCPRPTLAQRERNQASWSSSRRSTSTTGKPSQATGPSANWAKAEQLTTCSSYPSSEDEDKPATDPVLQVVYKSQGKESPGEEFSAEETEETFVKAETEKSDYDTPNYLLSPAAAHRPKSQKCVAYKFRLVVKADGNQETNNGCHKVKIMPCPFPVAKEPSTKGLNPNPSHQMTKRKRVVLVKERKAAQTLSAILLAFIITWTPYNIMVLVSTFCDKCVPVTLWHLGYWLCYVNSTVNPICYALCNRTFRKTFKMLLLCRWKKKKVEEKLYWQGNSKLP
CHRM4 antagonist: antagonists of human muscarinic M4 receptor (CHRM4) | CHO-hM4 cells, ACh EC80, Fluo-8 calcium fluorescence | P08173 | hit rate 0.73% among 360,000 | inhibition, % at 3 µM;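 active = inhibition above its plate's cutoff, the mean inhibition of sample wells plus 3 SD, cut at about 27% in these data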;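 also: 0% = acetylcholine EC80 with DMSO and 100% = DMSO without agonist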
Target sequence (P08173 whole entry, looked up): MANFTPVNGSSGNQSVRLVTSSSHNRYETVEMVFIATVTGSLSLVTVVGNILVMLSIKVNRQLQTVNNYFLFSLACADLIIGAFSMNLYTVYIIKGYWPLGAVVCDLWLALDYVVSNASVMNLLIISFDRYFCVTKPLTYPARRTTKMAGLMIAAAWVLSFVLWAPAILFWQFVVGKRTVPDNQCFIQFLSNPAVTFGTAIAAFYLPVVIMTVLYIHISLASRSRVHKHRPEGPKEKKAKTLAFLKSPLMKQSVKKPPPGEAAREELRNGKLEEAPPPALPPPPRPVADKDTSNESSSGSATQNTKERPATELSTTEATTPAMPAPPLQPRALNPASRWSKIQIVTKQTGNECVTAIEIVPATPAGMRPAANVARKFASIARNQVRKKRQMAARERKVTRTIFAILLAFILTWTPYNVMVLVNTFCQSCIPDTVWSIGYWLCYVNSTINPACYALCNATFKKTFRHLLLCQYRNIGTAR
CRFBP-R2 agonist: agonists of human CRF-binding protein/CRF-R2 receptor complex. activation, % at 13.2 µM. HEK293 CRF-R2/CRF-BP, calcium dye fluorescence (FLIPR); percent of saturating CRF peptide response. hit rate 0.46% among 350,000;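 active = activation of at least 50%, plus an integration ratio under a set limit after plate pattern correction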;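 also: plate controls were neutral control wells without compound for no effect and CRF at EC100 for full effect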
M4 ag: CHRM4 agonism in calcium assay; CHO-K1 hM4/Gqi5, Fluo-8 calcium fluorescence; vehicle 0%, full acetylcholine response 100%; activation, % at 3 µM; hit rate 0.14% among 360,000; P08173;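 active = activation above the run mean over all test wells plus 3 SD, cut at about 32% in these data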;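 also: peak over basal fluorescence ratio per well then scaled between controls; 0% = DMSO wells and 100% = acetylcholine at EC100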
CHRM4 PAM: positive allosteric modulators of human muscarinic M4 receptor; hit rate 0.4% among 360,000; CHO-K1 hM4/Gqi5, Fluo-8 calcium fluorescence, ACh EC20; 0% = ACh EC20, 100% = maximal ACh; AID 624126; activation, % at 3 µM; P08173;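 active = activation above its plate's cutoff, the mean activation of sample wells plus 3 SD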; also: some results filed as inactive read as strong as hits
M1 PAM: positive allosteric modulators of human M1 muscarinic receptor. AID 588819. hit rate 0.088% among 360,000. activation, % at 3 µM. CHO-K1 hM1, Fluo-8 calcium fluorescence, ACh EC20; 0% = ACh EC20, 100% = maximal ACh. P11229; in the data active = activation above about 19%, passing the limit was not always enough
M5 PAM: potentiates acetylcholine response at human M5 receptor; P08912; CHO-K1 hM5, Fluo-8 calcium, ACh EC20 PAM; 0% = ACh EC20, 100% = ACh EC100; activation, % at 3 µM; hit rate 0.3% among 360,000; AID 624038;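 active = activation above the run cutoff, the mean activation of all test compounds plus 3 SD, cut at about 18% in these data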
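Test system: CHO-K1 hM5 cells / Doses: single-point, 3 µM nominal / Times: Post-acetylcholine fluorescence recording 140 s / Technique: Fluo-8 calcium fluorescence / Measure: Max/basal fluorescence ratio as % of EC20–EC100 ACh window / Benchmarks: low control EC20 acetylcholine (0%), high control EC100 acetylcholine (100%) / Replicates: one well per compound, no replicates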
M1 antag: antagonists of human M1 muscarinic receptor. P11229. CHO-K1 hM1, Fluo-8 calcium fluorescence, ACh EC80 antagonist. inhibition, % at 3 µM. hit rate 1.3% among 360,000;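 active = percent inhibition above its own plate's cutoff, namely the mean of that plate's compound wells plus 3 SD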;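 also: peak over basal fluorescence ratio during 140 s after agonist addition; 0% = ACh EC80 plus DMSO and 100% = DMSO alone without agonist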
M5 antag: CHRM5 antagonism in calcium assay. P08912. inhibition, % at 3 µM. CHO-hM5 cells, Fluo-8 calcium fluorescence, ACh EC80. AID 624040. hit rate 0.59% among 360,000;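 active = inhibition above a per-plate cutoff, the mean of that plate's test compounds plus 3 SD, cut at about 27% in these data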;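 also: 0% = acetylcholine EC80 with DMSO and 100% = DMSO without agonist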
The depositor's hits bear a star; / = not tested or not shown.

SMILES	CHRM5 agonist	CHRM4 antagonist	CRFBP-R2 agonist	M4 ag	CHRM4 PAM	M1 PAM	M5 PAM	M1 antag	M5 antag
O=C(NCCCN1CCOCC1)C1CCC(=O)N1CCc1ccccc1 (centres undefined)	0	-16	2.5	1	4	4	2	-6	-5
CCN(CC)S(=O)(=O)c1ccc(N2CCOCC2)c(NC(=O)c2cccc3ccccc23)c1	2	30*	-1.0	14	-24	-13	-13	21	14
CC1=CCCC(C)(C)C1/C=C/C(C)=N/NC(=O)c1ccncc1 (centres undefined)	-2	-1	0.0	2	2	-7	1	7	5
Cc1ccnc(NC(=O)C(C)N2C(=O)c3ccccc3S2(=O)=O)c1 (centres undefined)	2	9	-1.6	1	-2	4	-1	-11	11
Cc1cc2cc(CN(CCCO)S(=O)(=O)c3cccc4nsnc34)c(=O)[nH]c2cc1C	3	-4	-1.5	12	-6	-11	-14	19	9
CCCC[n+]1ccn(C2=C([O-])c3ccccc3C(=O)/C2=N\S(=O)(=O)c2ccccc2)c1	3	-2	-1.8	0	-2	-1	5	-4	-7
C=CCNC(=S)/C(=C(\[O-])c1ccc(Cl)cc1)[n+]1ccccc1	-6	0	0.2	0	-10	0	-7	4	9
COc1cccc(C(C(=O)NCc2ccco2)N(C(=O)Cn2nnc3ccccc32)C2CC2)c1OC (centres undefined)	-3	-11	0.8	1	2	2	2	-11	-1
S=C(NCc1ccco1)N1CCN(c2nc(-c3ccccc3)cs2)CC1	-1	1	0.0	11	-13	-2	-12	12	14
N#Cc1c(NC(=O)COC(=O)c2ccc(O)cc2O)sc2c1CCC2	1	-5	-0.7	1	1	8	0	-7	2
Cc1ccc(-c2nc(CS(=O)CC(=O)NCCCc3ccccc3)c(C)o2)cc1 (centres undefined)	-3	2	0.5	1	0	4	0	-16	-4
COc1ccc(Cl)cc1NC(=O)CN(C)C(=O)CCNC(=O)c1ccccc1OC	-2	-3	-1.3	1	2	2	-6	0	7
CC(C)(C)S(=O)(=O)/C(C#N)=C/c1cccn1S(=O)(=O)c1ccccc1	-2	-8	/	3	10	11	0	-27	3
O=C(Nc1ccc(F)c(F)c1)C1CCCCC1	-2	-3	-1.2	8	9	6	2	-2	7
CN(CCc1ccccc1)C(=O)c1ccc(NC(=O)Cc2ccc(NC(=O)C3CCCN(C(=O)c4ccccc4)C3)cc2)cc1 (centres undefined)	2	1	1.8	0	-8	2	-4	-2	-6
C=CCn1c(=NC(=O)CC)n(C)c2ccccc21	-3	-1	-1.1	1	3	-3	14	11	6
COc1ccc(-c2cn[nH]c2C)cc1OC	4	6	-0.9	1	4	10	7	10	-20
CC(C)C(C(=O)O)N1CCS(=O)(=O)CC1 (centres undefined)	1	-6	0.3	1	12	8	13	-3	4
O=C(COc1ccc(S(=O)(=O)NC2CCCC2)cc1)N1CCCCC1	-2	-2	-1.0	4	10	18	4	-11	7
NC(=O)C1CCN(c2nc(-c3ccccc3F)cs2)CC1	-6	-4	-0.8	1	9	5	4	-5	-1
COC(=O)c1cc(-c2c[nH]c3ccccc23)n[nH]1	3	-3	-1.8	1	4	2	-1	-23	1
O=C(O)CC12CC3CC(C1)CC(n1ncc(NCc4ccc(F)cc4)c(Cl)c1=O)(C3)C2	-7	4	2.3	1	3	9	-5	-9	16
Cc1ccc(NC(=O)Nc2cnccn2)cc1	-3	-2	-0.6	0	2	2	-6	1	-3
N#C/C(=N\Nc1c(Cl)cccc1Cl)C(=O)NN	-5	-7	-4.3	0	1	4	-7	-10	-2
O=C1SC(c2ccccc2)=C/C1=C\N1CCCCC1	1	6	1.4	2	2	2	-5	-4	10
COC(=O)c1cccc(N2CCCC2=O)c1	-2	0	1.2	0	14	15	10	-13	-2
CC(C)N=C(Nc1ccccc1)c1cccnc1	-7	8	0.3	1	-1	3	1	1	-1
COc1ccc(C(=O)Oc2ccc(=O)n(-c3ccccc3)n2)cc1	0	3	-0.8	0	22	10	13	-12	-10
C[C@@H]1C[C@H]2[C@@H]3C[C@H](F)C4=CC(=O)C=C[C@]4(C)[C@@]3(Cl)[C@@H](O)C[C@]2(C)[C@H]1C(=O)COC(=O)C(C)(C)C	0	-1	3.0	1	-4	-2	-1	-20	-3
CC(C)(C)OC(=O)NCCCCCNC(=O)c1[nH]cnc1C(=O)Nc1ccccc1	-1	-8	-0.6	12	-4	-8	-13	7	7
CC(O/N=C(\N)c1ccccc1)C(=O)Nc1cccc(C(F)(F)F)c1 (centres undefined)	2	2	-0.1	5	6	4	2	-5	0
CC(C)Oc1ccc(OCCn2c(S(=O)(=O)O)nc3c(N)ncnc32)cc1	0	-14	2.6	0	3	20	10	-17	-1
CC(C)(C)n1ncc2c(=O)n(CC(=O)N3CCCCC3)cnc21	4	-4	-2.0	2	6	4	-2	-3	4
Cc1cc(C(=O)Nc2cccnc2)on1	3	1	-2.6	0	-3	-5	1	8	-3
CSCc1cc(C(=O)NCCN2CCOCC2)c(N)s1	0	1	/	1	-1	/	2	/	4
Cc1cccc(C)c1NC(=O)C(c1ccncc1)N1CCN(CCN(C)C)CC1 (centres undefined)	2	-15	/	1	5	/	5	/	-9
COc1cc2c(cc1OC)C(c1c(-c3c(Cl)cccc3Cl)noc1C)=NCC2	0	-8	-2.4	-1	1	14	-3	-23	3
COc1ccccc1-c1cc(C(=O)N/N=C/c2ccoc2)c2ccccc2n1	-1	-20	-3.2	2	0	6	-5	-15	-2
O=C(NCC(c1cccs1)N1CCOCC1)c1cccc(S(=O)(=O)Nc2ccc(F)cc2)c1 (centres undefined)	9	-2	-0.2	8	-1	5	2	-8	9
O=C(CSc1nnc(CNC(=O)c2ccco2)o1)Nc1nc2ccccc2s1	0	-4	-0.2	1	11	17	2	-12	-4
Cc1ccc([N+](=O)[O-])c(OCCN2CCNCC2)c1	-9	-5	-1.9	1	2	-16	-6	25	1
CC(C)(C)c1ccc(OCc2nnc(SCC(N)=O)n2N)cc1	0	-2	-2.2	3	4	6	-6	-11	9
Cn1c(=O)c2cc(NC(=O)NCc3ccccc3)ccc2n1Cc1ccc(Cl)cc1	-1	4	/	4	-2	0	4	-5	-2
COc1cccc2sc3cc(NCc4ccc(C)o4)ccc3c(=O)c12	2	5	-1.0	1	-1	-13	-8	26	11
CCC(=O)NCC(=O)OCC(=O)c1ccccc1	-6	-8	0.8	0	1	7	1	-8	-7
O=C(C1CCN(S(=O)(=O)c2ccccc2)CC1)N1CCN(Cc2ccc3c(c2)OCO3)CC1	-2	4	0.1	5	-2	1	-1	0	0
CCN(CC)S(=O)(=O)c1ccc(N2CCc3cc(OC)c(OC)cc3C2)nc1	-3	12	-1.1	4	-7	0	-5	5	22
CCOC(=O)c1[nH]c(C)c(C(=O)N2CCOCC2)c1C	0	11	0.8	-1	-2	4	0	-7	3

Of the compounds above, two contain a COOH group:
SMILES	CHRM5 agonist	CHRM4 antagonist	CRFBP-R2 agonist	M4 ag	CHRM4 PAM	M1 PAM	M5 PAM	M1 antag	M5 antag
CC(C)C(C(=O)O)N1CCS(=O)(=O)CC1 (centres undefined)	1	-6	0.3	1	12	8	13	-3	4
O=C(O)CC12CC3CC(C1)CC(n1ncc(NCc4ccc(F)cc4)c(Cl)c1=O)(C3)C2	-7	4	2.3	1	3	9	-5	-9	16

(further entries)
SMILES	CHRM5 agonist	CHRM4 antagonist	CRFBP-R2 agonist	M4 ag	CHRM4 PAM	M1 PAM	M5 PAM	M1 antag	M5 antag
CCOC(=O)c1ccc(NS(=O)(=O)c2ccc3oc(=O)[nH]c3c2)cc1	-1	1	1.5	1	3	7	5	-6	3
COC(=O)CCCNC(=O)CCc1nnc(-c2ccc(-c3ccccc3)cc2)o1	7	-6	-0.6	4	6	7	-7	-15	-6
CCc1c(C)nc2cc(-c3cc(OC)cc(OC)c3)nn2c1N1CCN(CCN2CCOCC2)CC1	-1	-5	-1.7	2	-3	-3	-2	-16	-1
Cc1ccc(C)n1-c1nnc(N2CCC(C(=O)NCCCN3CCN(C)CC3)CC2)s1	0	1	3.2	1	-3	-3	1	-7	-2
CC(O)(c1cccnc1)c1nc(-c2ccc3ccccc3c2)cs1 (centres undefined)	5	12	/	9	-4	-10	-10	21	22
S=C(NCC1CCCO1)Nc1cc(Cl)c(Cl)cc1Cl (centres undefined)	-9	0	2.6	8	-4	-2	-15	2	11
CCCCCCC(=O)N/N=C/Cc1ccccc1	-3	5	-2.7	1	-2	-9	-2	-1	0
O=C(NN1C(=O)c2ccccc2C1=O)C1CC2CCC1C2 (centres undefined)	1	-6	10	2	11	10	-2	-5	7
CCOc1ccc(N(CC(=O)NCC(C)C)S(C)(=O)=O)cc1	-1	2	0.1	1	10	9	-5	2	3
Cc1ccc([C@@H]2CC=C(C(=O)O)[C@H](c3ccccc3)N2S(=O)(=O)c2ccccc2C)cc1	1	3	-3.5	-1	-2	3	-1	-7	-1
CN(Cc1c(F)cccc1Cl)C(=O)CNC(=O)c1cccs1	-2	-3	0.2	2	4	7	3	-5	-9
CCOC(=O)C1C(=O)C=C(C)C(C(=O)OCC)C1c1ccc(OC)cc1 (centres undefined)	1	-3	-3.2	-2	10	0	-1	3	-3
CC(=O)c1cc(-c2ccccc2)[nH]c1N1CCCC1	-2	3	1.9	0	-1	-9	1	6	-1
Cc1ccc(S(=O)(=O)N2CCn3cccc3C2C)cc1 (centres undefined)	-1	4	0.4	0	6	19	-8	-10	20
COc1ccc(CC(N)c2csc(Nc3ccccn3)n2)cc1 (centres undefined)	4	-5	/	19	3	9	1	-4	-3
CCOc1ccc(NC(=O)CCNC(=O)c2ccc(Br)cc2)cc1	-3	-14	1.1	0	-3	17	10	-21	-4
O=C(Oc1ccc([N+](=O)[O-])cc1)c1ccc2ccccc2n1	1	9	-0.1	2	0	4	-3	-6	1
Cc1cc(=O)[nH]c(CN2CCC(c3ccccc3)CC2)n1	-4	4	-3.0	0	-3	-7	-6	5	21
O=C(CCCSc1nc2ccccc2s1)NC1=NCCS1	2	1	-4.2	2	-9	-5	2	2	1
Cc1nnc(SCc2nnc(-c3ccccc3)o2)n(N)c1=O	-4	1	-2.1	1	6	9	4	-4	-9
Cn1ccnc1SCC(=O)Nc1cccc(S(=O)(=O)N2CCCCC2)c1	-3	7	-1.0	2	-5	13	3	0	0
COc1ccc(Br)cc1-c1nc(C)c(C(C)=O)n1O	-5	-9	1.1	0	0	1	-5	-2	8
CC(Cc1ccccc1)NC(=O)c1ccc([N+](=O)[O-])cc1 (centres undefined)	-6	-1	-0.9	-1	2	2	-2	-7	1
COCC(C)n1c(C)cc(C(=O)COC(=O)c2cnc(Cl)c(Cl)c2)c1C (centres undefined)	-2	9	-0.2	10	-7	-15	-17	16	11
CC[C@]12C(=O)N(C)C[C@H]([C@@H]3C(=O)N(C)C(=O)[C@@H]31)N2C(=O)c1ccccc1	1	-10	0.3	2	8	12	12	-15	9
C/C(=N/NC(=O)c1ccccn1)c1ccncc1	-3	-7	5.5	1	-4	9	-2	-21	4
O=C(COc1ccc2ccccc2c1)N/N=C/c1ccccn1	-2	7	-1.4	3	0	7	-2	-9	6
Cc1ccc(S(=O)(=O)N(C)C)cc1NC(=S)N(CCC#N)Cc1cccnc1	-3	6	-0.6	1	-2	12	-2	-6	-5

High-throughput results as filed in PubChem BioAssay.
